HTT aggregate: reduces HttQ103-GFP aggregates in PC12 cells; PC12 HttQ103-GFP aggregates, Acumen cytometry, 40 h; Potency, µM (top dose mostly 46.1 µM), inactives show at the top dose activity change, negative = inhibition, actives largely listed as inhibitors; 220,000 compounds, 1.1% hits; also: potency is read from the fitted curve at half-maximal effect; % is scaled to controls: 0 for no effect and ±100 for the full control effect; nearly all actives have a fitted effect of over 60% in size
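Huntingtin Q103 exon 1–GFP aggregates in induced PC12 cells (100 nM tebufenozide) were quantified by cytometry from lysates, with compounds dosed in titration.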
L3MBTL1 inh: inhibitors of human L3MBTL1; Q9Y468; AlphaScreen L3MBTL1–H3K9me1 peptide binding; Potency, µM (series often up to 57.1 µM), inactives show at the highest dose activity, negative = inhibition, most hits filed as inhibitors; 230,000 compounds, 0.66% hits; also: potency is read from the fitted curve at half-maximal effect; % is scaled to controls: 0 for no effect and ±100 for the full control effect; nearly all actives have a fitted effect of over 60% in size
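AlphaScreen proximity signal between nickel-chelate acceptor and streptavidin donor beads (final 10 ug/mL) reports binding of 50 nM L3MBTL1 to 75 nM biotin-H3 K9me1 peptide; complex incubated with compounds 30 min at room temperature; cefsulodin titration as control.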
Luc counter: blocks Kinase-Glo luciferase, a counter-screen artifact; Kinase-Glo luciferase, ATP luminescence, 8 min; 200,000 compounds, 0.28% hits; Potency, µM (highest dose often 38.3 µM), inactives show at the top dose activity change, negative = inhibition, hits mostly inhibitors; Q27757; also: potency is read from the fitted curve at half-maximal effect; % is scaled to controls: 0 for no effect and ±100 for the full control effect; nearly all actives have a fitted effect of over 60% in size
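Light output from Kinase-Glo luciferase with luciferin and 10 uM ATP in 50 mM imidazole pH 7.2, KCl, MgCl2, Tween 20, BSA; compound pin-delivered, 8-min ambient incubation, then luminescence read.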
CBFb-RUNX1 inh: inhibitors of human CBF-beta and RUNX1 interaction; Q01196+Q13951; AlphaScreen CBFb-His/RUNX1-biotin binding, biochemical; Potency, µM (titrated, usually from 59.8 µM), without a hit: at the highest dose activity, negative = inhibition, most hits filed as inhibitors; 230,000 tested, under 10 active; AID 1477; also: % of control where 0% means no effect
Target sequence (Q01196 whole entry, looked up): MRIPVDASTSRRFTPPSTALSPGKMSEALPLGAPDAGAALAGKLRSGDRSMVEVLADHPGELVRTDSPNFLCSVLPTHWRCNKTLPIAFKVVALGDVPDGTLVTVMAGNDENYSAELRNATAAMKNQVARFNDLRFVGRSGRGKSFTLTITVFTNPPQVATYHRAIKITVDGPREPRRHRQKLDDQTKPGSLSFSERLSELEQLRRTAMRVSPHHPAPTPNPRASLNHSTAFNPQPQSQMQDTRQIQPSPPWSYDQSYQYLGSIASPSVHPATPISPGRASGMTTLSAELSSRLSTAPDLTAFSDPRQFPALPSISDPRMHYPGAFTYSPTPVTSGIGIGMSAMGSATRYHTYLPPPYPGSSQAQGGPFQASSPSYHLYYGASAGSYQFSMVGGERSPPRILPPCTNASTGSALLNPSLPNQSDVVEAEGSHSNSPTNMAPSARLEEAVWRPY
Target sequence (Q13951 whole entry, looked up): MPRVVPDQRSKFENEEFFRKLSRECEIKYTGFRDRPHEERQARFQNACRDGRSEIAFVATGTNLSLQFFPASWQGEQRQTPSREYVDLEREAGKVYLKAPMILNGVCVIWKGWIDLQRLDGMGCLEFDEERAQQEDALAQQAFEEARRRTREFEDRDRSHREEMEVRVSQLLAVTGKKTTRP
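AlphaScreen binding: CBFb-His and RUNX1-biotin (30 nM each) preincubated 20 min, compound added for 15 min, then nickel and streptavidin beads for 90 min, all at room temperature. Disruption of the interaction by any mechanism counts as activity.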
IMPase Li cell: membrane-permeable IMPase blocker, potentiated with lithium; 210,000 compounds, 0.35% hits; Potency, µM (doses to about 59.4 µM), for inactives: at the highest dose activity, negative = IMPase inhibition, usual class: inhibitors; AID 1457; CHO-M1 cells, IP1 TR-FRET (IP-One), carbachol + lithium;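 also: IP1 builds up when IMPase is blocked and the TR-FRET signal falls; potency is read from the fitted curve at half-maximal effect; plate controls were basal vehicle for no effect and high inhibitor control for full effect; nearly all actives have a fitted effect of over 50% in size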
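Steps: plate 2000 CHO-M1 cells per well and culture 16–30 h; add compound and lithium; incubate 30 min, 37C; add d2-IP1 tracer and Eu cryptate anti-IP1 antibody in lysis buffer; read after 10 min at room temperature.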
Epigenetic reg: regulators of epigenetic silencing causing reporter derepression in mouse cells. murine LDR cells, GFP reporter derepression, 30 h. Potency, µM (titrated, usually from 53.9 µM), inactives show top-dose GFP activation, hits mostly activators. 280,000 compounds, 0.2% hits; also: potency is read from the fitted curve at half-maximal effect; % of control where 0% means no effect; nearly all actives have a fitted effect of over 60% in size
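Derepression of a silenced CMV-GFP reporter in murine LDR cells is scored by enumerating GFP-positive cells with a laser-scanning microplate cytometer after 30 hours of treatment at 37 C.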
NPSR antagonist: antagonists of human neuropeptide S receptor cAMP signaling | Q6W5P4 | AID 1461 | Potency, µM (titrated, usually from 38.3 µM), without a hit: at the top dose activity change, negative = inhibition, actives largely listed as inhibitors | CHO-NPSR cells, cAMP TR-FRET, antagonist mode | 220,000 compounds, 1% hits; also: potency is read from the fitted curve at half-maximal effect; % is scaled to controls: 0 for no effect and ±100 for the full control effect; nearly all actives have a fitted effect of over 50% in size; many of its hits are not listed in these tables
Target sequence (Q6W5P4 whole entry, looked up): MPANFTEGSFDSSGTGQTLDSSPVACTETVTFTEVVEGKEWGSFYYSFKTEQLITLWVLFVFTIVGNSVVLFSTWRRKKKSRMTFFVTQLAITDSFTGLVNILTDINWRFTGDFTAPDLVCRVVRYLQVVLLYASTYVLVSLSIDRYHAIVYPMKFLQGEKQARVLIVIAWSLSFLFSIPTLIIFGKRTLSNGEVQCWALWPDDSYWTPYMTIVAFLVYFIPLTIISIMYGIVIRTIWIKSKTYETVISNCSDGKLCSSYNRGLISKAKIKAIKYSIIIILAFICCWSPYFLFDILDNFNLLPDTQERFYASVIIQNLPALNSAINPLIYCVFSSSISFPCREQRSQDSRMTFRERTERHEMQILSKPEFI
* marks the source's active call; other numbers are inactive results; ? = inconclusive; . = no result given; & = joins results of further samples; [ ] = another dose, or the depositor's remark. Calls follow the shape of the dose curve; as a rule, active = well fitted curve in the direction sought with a large enough effect; inconclusive = small, poorly fitted or top-dose-only effect, or another doubt; inactive = no such curve, though single readings can be large; an effect the other way counts as inactive or inconclusive. The list is partial; rates above refer to the full screens.

canonical_smiles | Luc counter | HTT aggregate | IMPase Li cell | Epigenetic reg | NPSR antagonist | L3MBTL1 inh | CBFb-RUNX1 inh
O=C(CCC(=O)N(Cc1ccco1)C(C(=O)NC1CCCC1)c1ccncc1)Nc1cccnc1 (configuration not stated) | 0.8% | 6.8%[9.22 µM] | 5.0%[38.3 µM] | 0.8% | -5.0%[46.1 µM] | 6.7% | -1.2%
COc1ccc(C2C(C(C)=O)=C(O)C(=O)N2c2nc3ccccc3s2)cc1OC (configuration not stated) | 3.4% | -7.7% | ? | -3.1% | -40.7% | . | -4.3%
CCOC(=O)c1nnc2c(Br)c(-c3ccccc3)nn2c1C | -3.0% | -18.3% | 2.5% | -2.3% | -19.2%[46.1 µM] | -2.3% | -0.6%
O=C(O)CN1CCCCCC1=O | -1.5% | 8.2% | -4.2% | 0.4% | 10.4% | 19.4% | 4.2%
CCOc1ccc(N2CC(C(=O)Nc3ccc(OC)c(S(=O)(=O)N4CCCCC4)c3)CC2=O)cc1 (configuration not stated) | -1.4% | -6.2% | 3.1% | -4.2% | -6.9% | -2.8% | -24.5%
CN(C)C(=O)CSc1nnc(CCN)o1 | 0.6% | -4.8% | -6.6%[38.3 µM] | -0.7% | -3.4%[46.1 µM] | 8.2% | 3.0%
Cc1ccc(CN2C(=NC(=O)CCC(=O)O)SC3CS(=O)(=O)CC32)cc1 (configuration not stated) | . | -13.5%[9.22 µM] | . | 0.1% | 5.2% | . | 5.2%
O=C(NC1CCCCC1)C(c1ccc2ncccc2c1)N(Cc1ccccc1)C(=O)c1ccc2c(c1)OCCO2 (configuration not stated) | 2.8% | -2.8% | 1.3% | -1.8% | ? | -1.6% | 7.1%
Cc1ccc(CN2CCN(Cc3c(C)nn(C(C)C)c3C)CC2CCO)o1 (configuration not stated) | -1.5% | 12.5%[9.22 µM] | 3.1% | 0.1% | -14.0% | 13.2% | -0.2%
O=C(OCn1ncc(Br)c(Br)c1=O)c1ccccc1Cl | -3.5% | ? | ? | 1.5% | 2.51µM* | . | -2.2%
COc1ccc(CC(CC(=O)O)C(=O)NCc2ccccc2)cc1 (configuration not stated) | 0.6% | 6.8%[9.22 µM] | 20.4% | 1.1% | -20.9% | 4.7% | 5.6%
NC(=O)/C(=C/c1ccco1)NC(=O)/C=C/c1ccccc1 | 0.3% | 26.4% | 12.2% | -9.0% | -3.5%[46.1 µM] | -15.5% | 0.5%
COc1ccc(Nc2cc(C(=O)N3CCc4ccccc4C3)c3ccccc3n2)c(OC)c1 | -3.5% | ? | 5.4% | -0.2% | -54.9% | ? | -17.8%
CCOC(=O)c1[nH]c(C)c(/C(O)=C2\C(=O)C(=O)N(CCCn3ccnc3)C2c2ccncc2)c1C (configuration not stated) | . | -24.2% | . | -1.0% | -7.2%[46.1 µM] | -1.2% | -4.8%
COc1cc2c(C(=O)N3CCN(c4cccc(Cl)c4)CC3)cn(C)c(=O)c2cc1OC | 13.7% | 10.6% | -6.6%[38.3 µM] | -0.3%&1.7% | -24.4%[46.1 µM] | . | 6.4%
Cc1ccc(-c2ccccc2)n1-c1ccc(C(=O)O)cc1 | 0.4% | ? | -5.5% | ? | -3.7% | -14.4% | -2.4%
O=C(Oc1ccccc1)c1cccc2cccnc12 | -1.3% | -9.2% | 10.6%[38.3 µM] | ? | 0.3%[46.1 µM] | -6.1% | -5.9%
CCOC(=O)CSc1nnc(Cc2ccccc2)n1Cc1ccco1 | 0.7% | 17.8% | 4.3%[38.3 µM] | -0.9% | 2.7%[46.1 µM] | -5.2% | -6.4%
CC(C)CN(C(=O)COC(=O)CCc1c[nH]c2ccccc12)C1CCS(=O)(=O)C1 (configuration not stated) | -0.7% | -21.5% | 12.2%[38.3 µM] | 1.0% | -20.7%[46.1 µM] | . | 0.0%
CN(CC(=O)Nc1ccccc1C(F)(F)F)C(=O)COc1ncnc2sccc12 | . | ? | . | -0.9% | 8.6%[46.1 µM] | 9.4% | -4.0%
CCOc1ccccc1NC(=O)C1CCN(S(=O)(=O)c2cccc3cccnc23)CC1 | 4.6% | -2.3% | 10.6%[38.3 µM] | 0.8% | -14.2%[46.1 µM] | 4.5% | 3.0%
O=C1NC(c2ccc(Cl)c([N+](=O)[O-])c2)Nc2ccccc21 (configuration not stated) | -4.2% | 7.9% | -1.6% | -1.2% | -15.3% | . | -1.6%
Cc1cc(/C=N/NC(=O)c2cccc([N+](=O)[O-])c2)c(C)n1-c1ccccc1 | -2.4% | -5.9% | 3.7% | -1.1% | 4.7% | -7.6% | -14.0%
Cc1cc(=O)oc(C)c1C(=O)NCCCN1CCN(c2ccc(F)cc2)CC1 | -1.0% | 11.4% | 10.1%[38.3 µM] | -4.2% | -1.6%[46.1 µM] | -6.1% | -3.8%
Cc1cnc(C(=O)Nc2nc(-c3ccccc3)cs2)cn1 | -0.9% | -18.3% | -2.3% | 0.2% | -17.0%[46.1 µM] | 9.7% | -6.8%
O=C1NN=COc2ccccc21 | 1.2% | 20.6% | 5.2% | 1.3% | 21.6% | 1.3% | -0.8%
Cc1cc(C)nc(N2CCCC(C(=O)Nc3ccc4nc(C)c(C)nc4c3)C2)n1 (configuration not stated) | -1.4% | -3.9% | 12.5%[38.3 µM] | 1.5% | -10.9%[46.1 µM] | -8.4% | -0.6%
CCN(CC)CCC(=O)Nc1ccc2c(c1)N(C(=O)CN(CC)CC)c1ccccc1CC2 | 0.6% | -10.1% | 12.8%[38.3 µM] | -3.2% | -8.0%[46.1 µM] | -2.4% | 1.3%
O=C(Oc1ccc(N(C(=O)c2ccncc2)S(=O)(=O)c2cccs2)cc1)c1ccncc1 | -0.4% | 9.7%[9.22 µM] | 7.9% | 4.3% | 8.9% | -4.1% | -8.3%
Oc1ccccc1-c1nnc(SCCN2CCOCC2)n1Cc1ccccc1 | -4.3% | ? | 4.9%[38.3 µM] | 0.8% | -7.7%[46.1 µM] | -9.9% | -13.9%
CC(=O)N1CCN(S(=O)(=O)c2cccc(C(=O)Nc3ccc4c(c3)OCO4)c2)CC1 | -3.6% | 14.0% | 3.2% | -5.1% | -1.9% | -10.2% | ?
CCC(=O)OCC(=O)Nc1cc([N+](=O)[O-])ccc1Cl | 0.4% | -0.6% | -1.6% | 1.1% | 3.1% | . | 3.3%
Cc1cccc(OCCCC(=O)Nc2ccc(S(=O)(=O)N3CCCC3)cc2)c1 | 0.7% | -2.3%[9.22 µM] | 9.5%[38.3 µM] | -1.8% | -20.1%[46.1 µM] | . | -2.3%
CCOc1ccc(C(=O)Nc2nnc(C)s2)cc1OCC | 2.1% | 21.8% | -5.9%[38.3 µM] | -2.7% | 1.2%[46.1 µM] | 11.8% | 3.0%
CC[n+]1c(/C=C2/C=C(C)CC(C)C2)sc2ccccc21 (configuration not stated) | -3.9% | -11.7% | 4.8% | 2.1% | -29.2% | . | -6.4%
C/C=C/c1ccc(OCCN2CCc3ccccc3C2)c(OC)c1 | 3.8% | 4.4% | 6.6% | 0.0% | -0.1% | -0.7% | -3.9%
O=C(NNc1nc(=O)c2cccnc2s1)c1ccccc1O | -1.3% | 7.94µM* | 0.7% | -1.5% | -2.2% | . | ?
C=CCN(CC=C)c1cnn(-c2nc3ccccc3[nH]2)c(=O)c1Cl | 14.1µM* | 0.3% | ? | 7.0% | -8.9%[46.1 µM] | . | -1.6%
COc1cc(SC)ccc1C(=O)Nc1ccncc1 | 0.4% | -0.5%[9.22 µM] | ? | -0.6%[10.1 µM] | -1.8% | -26.2% | -4.5%
O=C(CSc1nc2ccccc2s1)Nc1ccc2c(c1)oc1ccccc12 | -2.6% | -16.4% | -10.5% | 0.0% | -3.0% | 37.4%[activator] | -1.6%
COCc1nc2ccccc2n1Cc1ccccc1C | -0.8% | 16.2% | -5.9% | 5.6% | 2.5% | 0.1% | ?
CCN(CC)S(=O)(=O)c1ccc(Cl)c(NC(=O)COC(=O)/C=C/c2ccc(O)c(OC)c2)c1 | -1.9% | 5.4% | 15.4% | 1.5% | -15.1% | -2.8% | -2.8%
CCCc1cc(C(=O)NNC(=S)NCC)c2ccccc2n1 | -2.9% | -12.4% | -0.6% | -3.1% | -4.7% | -2.1% | -8.0%
CCCCn1c(CN2CCN(C(=O)OCC)CC2)nc2c1c(=O)n(C)c(=O)n2C | 3.1% | -9.8% | 5.0%[38.3 µM] | -4.2% | 8.1%[46.1 µM] | 5.2% | -0.9%
CC(NC(=O)CCCn1cc([N+](=O)[O-])cn1)c1ccccc1 (configuration not stated) | -0.8% | -13.8% | -9.3% | 2.6% | 8.8% | . | 2.9%
COC(=O)Cc1c(C)nc2nc(-c3ccco3)[nH]n2c1=O | -17.2% | -13.9% | 2.0% | -2.2% | 6.5%[46.1 µM] | 15.9% | 3.5%
C[C@@H](C(=O)Nc1ccc2ccccc2c1)[C@@H]1C[C@@]1(C)[C@@H](NS(=O)(=O)c1ccc(-c2ccccc2)cc1)c1ccccc1 | -1.3% | . | -10.3% | 1.0% | . | . | 6.3%
CC1CCCCN1C(=O)CSCC(=O)Nc1nc(-c2cccs2)cs1 (configuration not stated) | -3.5% | -16.2% | 26.0% | -1.0% | -15.2%[46.1 µM] | 7.7% | 0.1%
COc1c2c(cc3c1C(CC(O)C(C)C)N(C)CC3)OCO2 (configuration not stated) | -2.7% | . | 3.6% | 0.0% | . | . | -14.4%
COc1ccc(C2(C(=O)N3CCOCC3)CCOCC2)cc1OC | 2.4% | -17.8% | -0.9%[38.3 µM] | -0.1% | -1.0%[46.1 µM] | 3.5% | -0.6%
COc1ccc(CC(=O)Nc2nc(-c3ccncc3)cs2)cc1 | -1.7% | -7.4% | 8.5% | -0.2% | 1.6% | -2.2% | -24.1%
Cc1ccc(-c2csc(N(CC3CCCO3)C(=O)c3ccco3)n2)cc1 (configuration not stated) | 6.3% | 0.4% | 13.1% | 1.3% | -28.5% | -7.2% | 9.1%
CC1Cc2ccccc2N1C(=O)CN1C(=O)COc2ccccc21 (configuration not stated) | -3.3% | 7.6% | -4.5%[38.3 µM] | -2.3% | -8.4%[46.1 µM] | 0.1% | -1.0%
Cc1nn(Cc2ccccc2)c(C)c1NC(=O)Cn1nc([N+](=O)[O-])c(Cl)c1C | 1.4% | -0.7% | -3.1%[38.3 µM] | 0.0% | -8.9%[46.1 µM] | 2.1% | 1.4%
O=C(CCS(=O)(=O)c1ccc(Br)s1)Nc1ccccc1Br | 3.7% | 25.2% | -1.6% | -4.2% | -32.5% | -12.6% | ?

Screening results from PubChem.
